Assay outcomes (PubChem)
Anthrax LF inh2 – blocks Bacillus anthracis lethal factor protease. 0.12% of 360,000 active. multiplex microsphere protease cleavage assay, LF. AID 588501. P15917. inhibition, % at 10 µM; note: plate controls were buffer without enzyme for full effect and enzyme alone for no effect
Target sequence (P15917 whole entry, looked up): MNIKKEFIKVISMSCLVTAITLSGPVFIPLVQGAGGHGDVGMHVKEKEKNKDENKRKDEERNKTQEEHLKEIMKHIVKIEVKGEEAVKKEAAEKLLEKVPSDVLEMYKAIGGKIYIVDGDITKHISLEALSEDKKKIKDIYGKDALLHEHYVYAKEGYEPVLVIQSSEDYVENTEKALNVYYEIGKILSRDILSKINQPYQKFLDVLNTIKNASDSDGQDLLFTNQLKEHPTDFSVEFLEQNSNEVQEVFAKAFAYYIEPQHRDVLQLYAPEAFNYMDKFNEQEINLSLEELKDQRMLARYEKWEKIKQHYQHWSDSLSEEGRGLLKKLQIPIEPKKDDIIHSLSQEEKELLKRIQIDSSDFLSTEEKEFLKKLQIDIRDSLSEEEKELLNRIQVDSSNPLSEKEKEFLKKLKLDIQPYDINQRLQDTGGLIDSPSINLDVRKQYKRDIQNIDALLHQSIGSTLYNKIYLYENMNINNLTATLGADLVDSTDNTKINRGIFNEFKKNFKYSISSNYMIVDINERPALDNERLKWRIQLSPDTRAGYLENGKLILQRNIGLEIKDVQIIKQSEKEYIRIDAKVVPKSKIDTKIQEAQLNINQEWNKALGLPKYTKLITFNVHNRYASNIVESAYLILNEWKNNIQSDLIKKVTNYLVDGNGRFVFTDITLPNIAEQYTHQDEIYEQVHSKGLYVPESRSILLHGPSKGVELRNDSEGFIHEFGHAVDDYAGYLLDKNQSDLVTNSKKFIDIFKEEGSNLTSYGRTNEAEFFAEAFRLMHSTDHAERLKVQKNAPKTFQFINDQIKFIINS
PfHsp40 yeast – compounds rescuing yeast from Plasmodium falciparum HSP40 toxicity | 0.68% of 340,000 active | AID 504582 | S. cerevisiae expressing PfHsp40, growth rescue, ATP luminescence | growth rescue, % at 12.5 µM; in the data active = growth rescue above about 28%, passing the limit was not always enough; inconclusive = no clear call, values can overlap the other calls;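 note: yeast W303a lacking pdr1 and pdr3 grown in galactose medium; growth measured after three days at 30 °C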
Vc quorum ag – inducers of Vibrio cholerae quorum light production without autoinducers; V. cholerae BH1578 lux reporter, luminescence, 6 h; activation, % at 18.7 µM; 0.16% of 350,000 active; AID 588436; in the data active = activation mostly above about 9.7%, no sharp cut-off; inconclusive = no clear call, values can overlap the other calls; inactive = mostly below about 3.7%; note: not every result past the cut was called active; inactives centre near 0; reference of the scale not given here
PriA SSB inh – inhibitors of Klebsiella pneumoniae PriA binding to SSB C-terminal tail; AlphaScreen SSBct-PriA binding, biotinylated peptide; inhibition, % at 33 µM; 0.6% of 430,000 active; in the data active = inhibition mostly above about 37%, no sharp cut-off; inactive = mostly below about 20%;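 note: plate controls were negative control peptide for no effect and reference peptide for full effect; strong numbers were not always called active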
CCHFV vOTU inh – CCHFV vOTU protease inhibition | AID 651958 | Pep-AMC fluorescence | inhibition, % at 11.5 µM | 0.55% of 370,000 active; in the data active = inhibition above about 30%; note: 0% = vehicle wells with enzyme and 100% = no enzyme wells
Y pestis TopoI – inhibitors of Yersinia pestis topoisomerase I. Y. pestis Topo-I cleavage product accumulation, plate reader. activity, % at 10 µM. 0.064% of 360,000 active; in the data active = activity above about 50%, passing the limit was not always enough; inconclusive = no clear call, values can overlap the other calls; note: inactives centre near 2
SARS 3CLpro inh – SARS-CoV 3CLpro protease inhibition. recombinant SARS-CoV 3CLpro, quenched FRET peptide cleavage. inhibition, % at 6 µM. 0.14% of 290,000 active; in the data active = inhibition above about 12%
BoNT A protease – blocks Botulinum neurotoxin A light chain protease; multiplex microsphere protease substrate cleavage, flow cytometry; inhibition, % at 10 µM; 0.17% of 360,000 active; AID 588499; note: plate controls were buffer without enzyme for full effect and enzyme alone for no effect
VHR inh abs – blocks human VHR1 dual specificity phosphatase | 0.52% of 290,000 active | recombinant VHR phosphatase, pNPP absorbance | inhibition, % at 13.3 µM | P51452; in the data active = inhibition above about 50%; note: some compounds called inactive have numbers as strong as hits
Target sequence (P51452 whole entry, looked up): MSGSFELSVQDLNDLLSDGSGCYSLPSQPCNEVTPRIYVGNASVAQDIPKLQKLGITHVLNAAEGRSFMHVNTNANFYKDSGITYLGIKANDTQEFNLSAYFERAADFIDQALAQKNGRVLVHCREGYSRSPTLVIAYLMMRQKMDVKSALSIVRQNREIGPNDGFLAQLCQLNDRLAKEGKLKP
TcdB GH inh – TcdB glycohydrolase inhibition | P18177 | TcdB glycohydrolase enzymatic assay, plate reader | inhibition, % at 9.99 µM | 0.24% of 350,000 active | AID 652162; in the data active = inhibition above about 10%
* hit, by the source's call. Cut-off read from the data, not from the text of the source, unless noted: active = inhibition above about 30%; inconclusive = no clear call, values can overlap the other calls; inactive = below that. This is a subset (hit frequency here may not be typical).

What do the screens show for `CC(=O)Nc1ccc(NC(=O)CSc2nnc(COc3ccccc3C)n2CC2CCCO2)cc1` (stereo unspecified)?
Anthrax LF inh2: 3; PfHsp40 yeast: -1.2; Vc quorum ag: -0.3; PriA SSB inh: 5; CCHFV vOTU inh: -8; Y pestis TopoI: 3; SARS 3CLpro inh: 1; BoNT A protease: -0.5; VHR inh abs: 19; TcdB GH inh: 0.8

What do the screens show for `COc1ccc(/C=C(/C#N)C(=O)Nc2cccnc2)cc1OC`?
Anthrax LF inh2: -1; PfHsp40 yeast: -1.6; Vc quorum ag: inactive; PriA SSB inh: 4; CCHFV vOTU inh: 5; Y pestis TopoI: -11; SARS 3CLpro inh: -7; BoNT A protease: -0.4; VHR inh abs: 1

What do the screens show for `Cc1nn(-c2ccc([N+](=O)[O-])cc2)c2c1C(c1ccc(OC(F)F)cc1)N1C(=N2)C(=O)Nc2ccccc21` (stereo unspecified)?
Anthrax LF inh2: -4; PfHsp40 yeast: -1.2; Vc quorum ag: -0.2; PriA SSB inh: -19; CCHFV vOTU inh: -10; Y pestis TopoI: -12; SARS 3CLpro inh: -8; BoNT A protease: 2.4; VHR inh abs: 12; TcdB GH inh: 0.8

Results for O=C(NCCN1CCCC(O)C1)c1cc(COc2cccc(C(F)(F)F)c2)on1 (stereo unspecified) ?
Anthrax LF inh2: 0; Vc quorum ag: inactive; CCHFV vOTU inh: 10; Y pestis TopoI: 9; BoNT A protease: -0.7; TcdB GH inh: -0.7

Results for O=C(Nc1c2c(nn1-c1cccc(Cl)c1)CS(=O)(=O)C2)c1ccc2c(c1)OCO2 ?
Anthrax LF inh2: -2; PfHsp40 yeast: 0.9; Vc quorum ag: -0.2; PriA SSB inh: 0; CCHFV vOTU inh: -6; Y pestis TopoI: 7; SARS 3CLpro inh: 13*; BoNT A protease: 1.1; VHR inh abs: 30; TcdB GH inh: -0.6

How did O=C(Nn1c(-c2ccc(Br)cc2)nc2ccccc2c1=O)c1ccncc1 do in these assays?
Anthrax LF inh2: -1; PfHsp40 yeast: -0.8; Vc quorum ag: 0.0; PriA SSB inh: 3; CCHFV vOTU inh: 3; Y pestis TopoI: 10; SARS 3CLpro inh: 3; BoNT A protease: -0.3; VHR inh abs: 8; TcdB GH inh: -0.4

What do the screens show for `COc1ccccc1C(=O)Nc1ccnn1C1CCN(Cc2ccn[nH]2)CC1`?
Anthrax LF inh2: 0; PfHsp40 yeast: -1.2; Vc quorum ag: inactive; PriA SSB inh: -11; CCHFV vOTU inh: -13; Y pestis TopoI: 2; SARS 3CLpro inh: 3; BoNT A protease: 3.5; VHR inh abs: 9; TcdB GH inh: 0.7

What do the screens show for `COc1ccc(C2(NC(C)=O)CCN(Cc3cccnc3)CC2)cc1`?
Anthrax LF inh2: -9; PfHsp40 yeast: -1.0; Vc quorum ag: inactive; PriA SSB inh: 0; CCHFV vOTU inh: -21; Y pestis TopoI: -5; SARS 3CLpro inh: -5; BoNT A protease: 0.2; VHR inh abs: -7; TcdB GH inh: 0.1

What do the screens show for `COC(=O)c1c(C(=O)OC)c(-c2cccc(F)c2)n2c1CS(=O)(=O)C2`?
Anthrax LF inh2: 4; PfHsp40 yeast: 0.2; Vc quorum ag: inactive; PriA SSB inh: -2; CCHFV vOTU inh: -12; Y pestis TopoI: -7; SARS 3CLpro inh: 0; BoNT A protease: -5.2; VHR inh abs: 34; TcdB GH inh: 1.5

How did COc1cccc(CN2CCN(C3CCN(c4ccccc4F)CC3)CC2CCO)c1 (stereo unspecified) do in these assays?
Anthrax LF inh2: -1; PfHsp40 yeast: 2.0; Vc quorum ag: inactive; PriA SSB inh: 5; CCHFV vOTU inh: 11; Y pestis TopoI: 17; SARS 3CLpro inh: -1; BoNT A protease: 1.0; VHR inh abs: 0; TcdB GH inh: 1.1

Results for CCCN(CC1CC1)C(=O)CSc1nnc(-c2cc(-c3cccs3)nc3ccccc23)o1 ?
Anthrax LF inh2: 4; PfHsp40 yeast: 1.2; Vc quorum ag: -17; PriA SSB inh: -35; CCHFV vOTU inh: -5; Y pestis TopoI: 12; SARS 3CLpro inh: -6; BoNT A protease: 3.5; VHR inh abs: 28

How did O=[N+]([O-])c1cc(S(=O)(=O)N2CCCC2)ccc1N/N=C/c1cccnc1 do in these assays?
Anthrax LF inh2: -2; PfHsp40 yeast: -1.5; Vc quorum ag: 5.8; CCHFV vOTU inh: 18; Y pestis TopoI: 2; SARS 3CLpro inh: 3; BoNT A protease: -0.2; VHR inh abs: 5

What do the screens show for `Cc1cc(Cl)ccc1OCC(=O)OCC(=O)Nc1ccc(F)c([N+](=O)[O-])c1`?
Anthrax LF inh2: 0; PfHsp40 yeast: -0.8; Vc quorum ag: -0.4; PriA SSB inh: 2; CCHFV vOTU inh: 13; Y pestis TopoI: -22; SARS 3CLpro inh: 8; BoNT A protease: 0.1; VHR inh abs: -5

What do the screens show for `CCOc1cc(NC(=S)NCCc2ccccc2)c(OCC)cc1NC(C)=O`?
Anthrax LF inh2: -2; PfHsp40 yeast: -0.8; Vc quorum ag: -0.2; PriA SSB inh: 0; CCHFV vOTU inh: 14; Y pestis TopoI: 1; SARS 3CLpro inh: 1; BoNT A protease: 0.0; VHR inh abs: 30; TcdB GH inh: 0.5

What do the screens show for `O=C(CSc1ccccc1)N1CCN(c2ccc(F)cc2)CC1`?
Anthrax LF inh2: 1; PfHsp40 yeast: 0.5; Vc quorum ag: -0.4; PriA SSB inh: -8; CCHFV vOTU inh: 6; Y pestis TopoI: 6; BoNT A protease: 0.5; TcdB GH inh: 0.7

Results for COc1ccccc1C(=O)NC(=O)CSc1nnc(SC)s1 ?
Anthrax LF inh2: -5; PfHsp40 yeast: -0.3; Vc quorum ag: 2.2; PriA SSB inh: -6; CCHFV vOTU inh: -7; Y pestis TopoI: 2; BoNT A protease: -2.9; TcdB GH inh: 1.6

What do the screens show for `c1ccc(C2c3ccccc3-n3nncc3CN2CC2CCCCC2)cc1` (stereo unspecified)?
Anthrax LF inh2: -2; PfHsp40 yeast: 3.5; Vc quorum ag: -0.7; PriA SSB inh: -8; CCHFV vOTU inh: 17; Y pestis TopoI: 41; BoNT A protease: -0.1; TcdB GH inh: -0.2

Results for COc1ccc(S(=O)(=O)NCc2ccc(C(=O)N3CCN(Cc4ccccc4)CC3)cc2)cc1 ?
Anthrax LF inh2: -3; PfHsp40 yeast: 0.5; Vc quorum ag: -0.3; PriA SSB inh: -2; CCHFV vOTU inh: 4; Y pestis TopoI: 11; SARS 3CLpro inh: 2; BoNT A protease: 0.5; VHR inh abs: 7; TcdB GH inh: 1.0

Results for COC(=O)c1ccccc1NC(=O)C1CCC(=O)N1S(=O)(=O)c1ccc(C)cc1 (stereo unspecified) ?
Anthrax LF inh2: 0; PfHsp40 yeast: 1.5; Vc quorum ag: -0.7; PriA SSB inh: -12; CCHFV vOTU inh: -4; Y pestis TopoI: 1; SARS 3CLpro inh: 1; BoNT A protease: inconclusive; VHR inh abs: -7; TcdB GH inh: 1.4

Results for S=C(c1ccc(-c2ccc(Cl)cc2Cl)o1)N1CCCC1 ?
Vc quorum ag: -0.4; PriA SSB inh: -1; CCHFV vOTU inh: -12; Y pestis TopoI: 1; SARS 3CLpro inh: 8; VHR inh abs: 13; TcdB GH inh: 0.9

Grouped by structure: those above with two or more sulfur atoms (2)
Results for CCCN(CC1CC1)C(=O)CSc1nnc(-c2cc(-c3cccs3)nc3ccccc23)o1 ?
Anthrax LF inh2: 4; PfHsp40 yeast: 1.2; Vc quorum ag: -17; PriA SSB inh: -35; CCHFV vOTU inh: -5; Y pestis TopoI: 12; SARS 3CLpro inh: -6; BoNT A protease: 3.5; VHR inh abs: 28

Results for COc1ccccc1C(=O)NC(=O)CSc1nnc(SC)s1 ?
Anthrax LF inh2: -5; PfHsp40 yeast: -0.3; Vc quorum ag: 2.2; PriA SSB inh: -6; CCHFV vOTU inh: -7; Y pestis TopoI: 2; BoNT A protease: -2.9; TcdB GH inh: 1.6

Following part
How did Cc1cc(Cl)ccc1OCCCC(=O)NCc1ccccn1 do in these assays?
Anthrax LF inh2: 0; PfHsp40 yeast: -1.1; Vc quorum ag: -0.4; PriA SSB inh: 2; CCHFV vOTU inh: -14; Y pestis TopoI: 20; SARS 3CLpro inh: 3; BoNT A protease: 0.2; VHR inh abs: 8; TcdB GH inh: 1.7

How did CCC(C)[C@H](NC(=O)N1c2ccccc2NC(=O)[C@@H]1C(C)C)C(=O)N[C@@H](Cc1ccccc1)C(=O)O (stereo partly specified) do in these assays?
Anthrax LF inh2: -5; PfHsp40 yeast: -0.2; Vc quorum ag: -0.6; PriA SSB inh: 7; CCHFV vOTU inh: 2; Y pestis TopoI: 2; SARS 3CLpro inh: -2; BoNT A protease: -0.4; VHR inh abs: 13; TcdB GH inh: -0.1

What do the screens show for `COc1ccc(CCNC(=O)COC(=O)Cn2cnc3ccccc32)cc1OC`?
Anthrax LF inh2: 1; PfHsp40 yeast: -0.5; Vc quorum ag: -1.3; PriA SSB inh: 1; CCHFV vOTU inh: 12; Y pestis TopoI: -9; SARS 3CLpro inh: 3; BoNT A protease: 0.2; VHR inh abs: 17; TcdB GH inh: 1.5

Results for Cc1ccc(CN2CCN(Cc3ccc4cccc(F)c4n3)CC2CCO)cc1 (stereo unspecified) ?
Anthrax LF inh2: -4; PfHsp40 yeast: 0.4; Vc quorum ag: 2.0; PriA SSB inh: -3; CCHFV vOTU inh: -3; Y pestis TopoI: 17; SARS 3CLpro inh: -5; BoNT A protease: inconclusive; VHR inh abs: 11; TcdB GH inh: 0.6

What do the screens show for `O=C(Cn1cnnn1)NC1CCCN(Cc2ccccc2F)C1` (stereo unspecified)?
Anthrax LF inh2: 0; PfHsp40 yeast: -1.3; Vc quorum ag: inactive; PriA SSB inh: -12; CCHFV vOTU inh: 5; Y pestis TopoI: -4; SARS 3CLpro inh: -6; BoNT A protease: -0.1; VHR inh abs: 5; TcdB GH inh: -0.6

How did O=c1[nH]c(CN2CC=C(c3ccccc3)CC2)nc2cc(C(F)(F)F)ccc12 do in these assays?
Anthrax LF inh2: 2; PfHsp40 yeast: -0.4; Vc quorum ag: inactive; PriA SSB inh: -6; CCHFV vOTU inh: 3; Y pestis TopoI: -1; SARS 3CLpro inh: -2; BoNT A protease: 2.1; VHR inh abs: 39

What do the screens show for `CCCN(CC(=O)Nc1ccccc1C)C(=O)c1sc2ccccc2c1Cl`?
Anthrax LF inh2: 1; PfHsp40 yeast: 1.0; Vc quorum ag: -1.5; PriA SSB inh: -9; CCHFV vOTU inh: 4; Y pestis TopoI: 26; BoNT A protease: -2.1; TcdB GH inh: -0.2

What do the screens show for `O=C(NCc1ccc(F)cc1)c1c2c(nc3ccccc13)CCN(Cc1ccccc1)C2`?
Anthrax LF inh2: 0; PfHsp40 yeast: -0.6; Vc quorum ag: -0.3; PriA SSB inh: 2; CCHFV vOTU inh: -4; Y pestis TopoI: 3; SARS 3CLpro inh: 2; BoNT A protease: 1.8; VHR inh abs: 22

How did CCOC(=O)c1cnc2sc3c(n2c1=O)CCCC3 do in these assays?
Anthrax LF inh2: 1; PfHsp40 yeast: 2.0; Vc quorum ag: inactive; PriA SSB inh: -10; CCHFV vOTU inh: -102; Y pestis TopoI: 6; SARS 3CLpro inh: 4; BoNT A protease: -0.5; VHR inh abs: 23

Results for C=CCn1c(-c2csc3ccccc23)n[nH]c1=S ?
Anthrax LF inh2: -4; PfHsp40 yeast: 0.2; Vc quorum ag: inactive; PriA SSB inh: -4; CCHFV vOTU inh: -2; Y pestis TopoI: -10; SARS 3CLpro inh: 3; BoNT A protease: -1.9; VHR inh abs: 23

How did CCCn1c(=O)c(C(=O)NNS(=O)(=O)c2ccc(C)cc2)c(O)c2ccccc21 do in these assays?
Anthrax LF inh2: 1; PfHsp40 yeast: 2.5; Vc quorum ag: 0.1; PriA SSB inh: -1; CCHFV vOTU inh: 2; Y pestis TopoI: 5; SARS 3CLpro inh: 5; BoNT A protease: -0.7; VHR inh abs: -8; TcdB GH inh: 1.2
